Source: PubChem
EZH2 inh – EZH2 (human) methyltransferase inhibition; 57,000 compounds, 0.35% hits; inhibition, % at 12.5 µM; PRC2 H3K27 methylation, DELFIA TRF, 1 h; Q15910; AID 651548;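 active means mean inhibition of replicates at least 50% and every single replicate also reaching 50%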;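 further: dimethyl H3K27 on biotinylated H3 21-44 peptide detected by antibody; plate controls were median neutral control wells for no effect and median positive control wells for full effect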
IDH1 R132H inh – inhibitors of human IDH1 R132H; O75874; 70,000 compounds, 0.18% hits; IDH1 R132H reductase, diaphorase/resazurin fluorescence, 60 min; inhibition, % at 10 µM; AID 624101; in the data active means inhibition above about 34%;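 further: 0% = DMSO and 100% = no enzyme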
Target sequence (O75874 whole entry R132H): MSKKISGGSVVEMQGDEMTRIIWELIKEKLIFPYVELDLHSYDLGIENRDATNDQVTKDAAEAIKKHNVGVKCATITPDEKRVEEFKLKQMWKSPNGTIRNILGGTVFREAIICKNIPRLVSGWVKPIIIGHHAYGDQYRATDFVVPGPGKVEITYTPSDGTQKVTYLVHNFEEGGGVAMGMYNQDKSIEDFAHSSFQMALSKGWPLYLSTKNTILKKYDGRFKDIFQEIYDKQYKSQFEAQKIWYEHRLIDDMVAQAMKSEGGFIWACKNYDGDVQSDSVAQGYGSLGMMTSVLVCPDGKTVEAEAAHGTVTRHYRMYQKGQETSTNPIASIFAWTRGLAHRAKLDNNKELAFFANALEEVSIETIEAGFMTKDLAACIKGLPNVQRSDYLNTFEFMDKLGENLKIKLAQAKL
The depositor's hits bear a star; . = not tested or not shown.

SMILES | EZH2 inh | IDH1 R132H inh
C[C@@H]1CN([C@@H](C)CO)C(=O)c2cc(-c3ccc(F)cc3)cnc2O[C@@H]1CN(C)C(=O)C1CCC1 | -1 | -0.7
CCCNC(=O)N(C)C[C@@H]1Oc2cc(-c3cncnc3)ccc2S(=O)(=O)N([C@H](C)CO)C[C@H]1C | 6 | 0.4
C[C@@H]1CN([C@@H](C)CO)S(=O)(=O)c2ccc(Br)cc2O[C@H]1CN(C)Cc1ccncc1 | 3 | .
C[C@H](CO)N1C[C@H](C)[C@@H](CN(C)C(=O)C2CCOCC2)Oc2ncc(-c3ccncc3)cc2C1=O | 18 | .
CC(C(=O)O)c1ccc(N2Cc3ccccc3C2=O)cc1 (centres undefined) | . | 0.3
COc1cccc(S(=O)(=O)N[C@@H]2CC[C@H](CCn3cc(-c4ccccc4)nn3)O[C@H]2CO)c1 | -5 | -0.2
COc1ccc(CN(C)C[C@H]2Oc3ccc(NC(=O)Nc4ccc(OC)cc4)cc3CC(=O)N([C@H](C)CO)C[C@H]2C)cc1 | . | -0.8
CCC(=O)N1C[C@H](C)[C@H](OC)CN(C)C(=O)c2cc(NC(=O)c3ccc(F)cc3)ccc2OC[C@@H]1C | 2 | -0.4
O=C(O)CCCCCC(=O)N/N=C/c1cccs1 | 3 | .
O=C(C[C@H]1C[C@H]2c3cc(NS(=O)(=O)c4ccccc4)ccc3O[C@H]2[C@@H](CO)O1)NCC(F)(F)F | 3 | -1.5
CC(=O)N(C)C[C@@H]1Oc2ncc(-c3cncnc3)cc2C(=O)N([C@@H](C)CO)C[C@H]1C | -21 | -1.3
CC(C)CC#Cc1ccc2c(c1)O[C@@H](CN(C)C(=O)NC(C)C)[C@@H](C)CN([C@H](C)CO)S2(=O)=O | -9 | -4.1
COc1ccc(S(=O)(=O)N(C)C[C@H]2Oc3cc(C#CC4CC4)ccc3S(=O)(=O)N([C@H](C)CO)C[C@H]2C)cc1 | 18 | .
Cc1cc(C)nc(NS(=O)(=O)c2ccc(NC(=O)c3ccco3)cc2)n1 | 2 | 0.0
CCCC(=O)Nc1ccc2c(c1)OC[C@H](C)N(CC1CCCC1)C[C@@H](C)[C@H](OC)CN(C)C2=O | -18 | -0.4
O=C(CSc1nnc(-c2cccc(F)c2)n1-c1ccccc1)NC1CCCC1 | 5 | -0.3
Cc1noc(C)c1S(=O)(=O)N(C)C[C@@H]1OCCCC[C@@H](C)Oc2ccc(NS(=O)(=O)c3cccs3)cc2C(=O)N([C@@H](C)CO)C[C@H]1C | . | 0.4
COc1ccccc1C(=O)Nc1ccc2c(c1)C(=O)N(C)C[C@@H](OC)[C@@H](C)CN[C@@H](C)CO2 | 8 | 0.3
O=C(C[C@H]1CC[C@H](NC(=O)c2ccccc2)[C@H](CO)O1)NCCc1ccncc1 | -1 | 0.1
COc1ccc(NC(=O)Nc2ccc3c(c2)C(=O)N([C@@H](C)CO)C[C@H](C)[C@H](CN(C)C(=O)Nc2c(C)noc2C)O3)cc1 | . | -0.1
NCC[C@@H]1CC[C@@H](NC(=O)C2CCCCC2)[C@@H](CO)O1 | 1 | -0.2
C[C@@H]1CN([C@@H](C)CO)C(=O)Cc2cc(NC(=O)Nc3ccc(F)cc3)ccc2O[C@H]1CN(C)C(=O)Nc1ccc(F)cc1 | . | 0.1
O=C(C[C@H]1C[C@H]2c3cc(NC(=O)CC4CC4)ccc3O[C@H]2[C@@H](CO)O1)NCc1ccc(-c2ccccc2)cc1 | -11 | 0.0
CCCC(=O)Nc1ccc2c(c1)OC[C@H](C)N(Cc1ccccc1F)C[C@H](C)[C@H](OC)CN(C)C2=O | 2 | -0.4
CO[C@@H]1CN(C)C(=O)c2ccc(NC(=O)c3ccccc3F)cc2OC[C@@H](C)N(CC2CCOCC2)C[C@H]1C | -10 | -0.1
CCOc1cc(S(=O)(=O)NC2CC(C)(C)NC(C)(C)C2)ccc1Cl | -9 | 0.3
CCOC(=O)c1c(NC(=O)Cn2cnc3ccccc3c2=O)sc(C)c1C | -5 | -0.1
COC(=O)c1c2oc(c1C(=O)OC)C(=O)N(C)Cc1cn(nn1)C[C@@H](C)NC(=O)N[C@H](CO)CC2 | 1 | .
Cc1cccc(NC(=O)Cn2cnc3sc(-c4ccccc4)cc3c2=O)c1 | 7 | 0.2
COc1ccccc1-c1cn(CC[C@H]2CC[C@H](NC(=O)c3cnccn3)[C@@H](CO)O2)nn1 | 6 | -0.1
CO[C@H]1CN(C)C(=O)c2cc(NS(=O)(=O)CC(F)(F)F)ccc2OC[C@@H](C)N(C)C[C@H]1C | -20 | 0.0
C[C@H](CO)N1C[C@H](C)[C@@H](CN(C)C(=O)NC2CCCCC2)OCCCC[C@H](C)Oc2ccc(NC(=O)Nc3ccccc3)cc2C1=O | . | -0.6
COc1cc(C)nc2nc(S(C)(=O)=O)nn12 | 0 | -0.2
CC(=O)O[C@@H]1CC(C)=C2[C@H]1[C@H](C)CC[C@H]2/C=C(\C)C(=O)O | . | -0.4
C[C@H]1CN([C@@H](C)CO)C(=O)c2cc(C#CCc3ccccc3)cnc2O[C@H]1CN(C)Cc1cccnc1 | -13 | 0.2
Cc1ccc(OCC(O)Cn2c(C)nc3ccccc32)cc1 (centres undefined) | -4 | -0.4
CCCC#Cc1ccc2c(c1)O[C@H](CN(C)C(=O)CN(C)C)[C@H](C)CN([C@@H](C)CO)S2(=O)=O | -2 | -3.1
CCC(=O)Nc1ccc2c(c1)C(=O)N(C)C[C@H](OC)[C@@H](C)CN(C(C)=O)[C@H](C)CO2 | 0 | 0.4
COC(=O)c1ccc([C@@H]2C=C(C(=O)O)O[C@H](OCCCCO)C2)cc1 | 0 | .
CC1(C)CC[C@]2(C(=O)O)CC[C@]3(C)C(=CCC4[C@@]5(C)C[C@@H](O)[C@H](O)[C@@](C)(CO)C5CC[C@]43C)[C@@H]2[C@@H]1O (some centres undefined) | 55* | .

Some of these compounds in order of length of the SMILES, rising.
SMILES | EZH2 inh | IDH1 R132H inh
COc1cc(C)nc2nc(S(C)(=O)=O)nn12 | 0 | -0.2
COC(=O)c1ccc([C@@H]2C=C(C(=O)O)O[C@H](OCCCCO)C2)cc1 | 0 | .
C[C@H]1CN([C@@H](C)CO)C(=O)c2cc(C#CCc3ccccc3)cnc2O[C@H]1CN(C)Cc1cccnc1 | -13 | 0.2

New compounds follow
SMILES | EZH2 inh | IDH1 R132H inh
Cc1cccc(NC(=O)CCc2nc(-c3ccc(Cl)cc3)no2)c1C | -6 | -0.7
CCCNC(=O)N[C@H]1C=C[C@@H](CC(=O)NC2CCCCC2)O[C@H]1CO | 1 | 0.4
C[C@H](O)[C@H](O)[C@@H](O)[C@@H](O)/C=N/NC(=O)c1ccccn1 | -3 | .
CO[C@@H]1CN(C)C(=O)c2ccc(NC(=O)c3ccc4c(c3)OCO4)cc2OC[C@@H](C)N(Cc2ccc3c(c2)OCO3)C[C@H]1C | -4 | -0.1
CC1(C)Cc2ccccc2C(CSc2nc3c(c(C(F)(F)F)n2)CCCC3)=N1 | 16 | 0.4
COc1ccccc1S(=O)(=O)N[C@@H]1C=C[C@H](CC(=O)N2CCCCC2)O[C@H]1CO | 0 | 0.2
CO[C@H]1CN(C)C(=O)c2cc(NS(C)(=O)=O)ccc2OC[C@@H](C)N(C(=O)c2ccc3c(c2)OCO3)C[C@H]1C | 8 | -0.3
CN(c1ccccc1C(=O)Nc1cccnc1)S(C)(=O)=O | . | -0.8
CO[C@@H]1CC[C@H]2CCN(C)C(=O)[C@H](C)[C@H](OC)CN(C)C(=O)c3cccc(C#N)c3OC[C@@H]1O2 | -7 | -0.3
Cc1noc(C)c1NC(=O)Nc1ccc2c(c1)C(=O)N([C@H](C)CO)C[C@@H](C)[C@H](CN(C)C)OCCCC[C@H](C)O2 | 8 | 1.6
CCC(=O)N1C[C@@H](C)[C@H](OC)CN(C)C(=O)c2ccc(NC(=O)NC(C)C)cc2OC[C@H]1C | 6 | 0.0
C[C@H](CO)N1C[C@H](C)[C@H](CN(C)C(=O)C2CCCCC2)Oc2ncc(-c3cccc(C#N)c3)cc2C1=O | . | -0.2
O=C(C1=C[C@@H](c2coc3ccccc3c2=O)C[C@@H](OCCCCO)O1)N1CCOCC1 | 3 | .
C[C@@H]1CN([C@@H](C)CO)C(=O)c2cc(C#C[C@@H](C)O)cnc2O[C@@H]1CN(C)Cc1cccc(F)c1 | -5 | 1.0
CCCC#Cc1cnc2c(c1)C(=O)N([C@@H](C)CO)C[C@@H](C)[C@@H](CN(C)S(C)(=O)=O)O2 | -3 | 0.9
CSc1nc(N)nc(SCC(=O)c2ccc(Cl)s2)c1C#N | 9 | -0.1
O=C(CCCCCC(=O)N/N=C/c1nccs1)NO | 0 | .
C/C=C/c1ccc2c(c1)O[C@H](CN(C)C)[C@H](C)CN([C@@H](C)CO)S2(=O)=O | -11 | -0.8
C[C@@H]1CN([C@H](C)CO)C(=O)c2cc(C3=CCCCC3)cnc2O[C@@H]1CN(C)C(=O)CN1CCOCC1 | -8 | -0.2
Cn1cnc(S(=O)(=O)N[C@@H]2C=C[C@@H](CC(=O)NCC3CC3)O[C@H]2CO)c1 | -14 | 0.2

Two compounds picked at random from those above:
SMILES | EZH2 inh | IDH1 R132H inh
Cn1cnc(S(=O)(=O)N[C@@H]2C=C[C@@H](CC(=O)NCC3CC3)O[C@H]2CO)c1 | -14 | 0.2
C[C@@H]1CN([C@H](C)CO)C(=O)c2cc(C3=CCCCC3)cnc2O[C@@H]1CN(C)C(=O)CN1CCOCC1 | -8 | -0.2

Following part
SMILES | EZH2 inh | IDH1 R132H inh
CCC(=O)N(C)C[C@@H]1Oc2cc(-c3cccc(F)c3)ccc2S(=O)(=O)N([C@@H](C)CO)C[C@H]1C | 6 | -0.8
C[C@H](CO)N1C[C@H](C)[C@@H](CN(C)Cc2ccc(C(F)(F)F)cc2)Oc2ccc(NS(=O)(=O)c3cccs3)cc2C1=O | -2 | -4.4
O=C(CSc1nnc(-c2ccccc2)o1)Nc1cccc(F)c1 | -10 | -0.1
Cc1noc(C)c1S(=O)(=O)N(C)C[C@@H]1Oc2ccc(NS(=O)(=O)c3ccc(Cl)cc3)cc2CC(=O)N([C@@H](C)CO)C[C@@H]1C | . | 0.3
C[C@@H]1CN([C@H](C)CO)C(=O)c2cc(NC(=O)Nc3ccc(C(F)(F)F)cc3)ccc2O[C@@H]1CN(C)C | -11 | -0.2
Cc1ccc(S(=O)(=O)N(C)C[C@H]2Oc3ccc(NC(=O)Nc4c(C)noc4C)cc3CC(=O)N([C@@H](C)CO)C[C@@H]2C)cc1 | . | -2.8
CC(C)NC(=O)Nc1cccc2c1O[C@H](CN(C)C(=O)NC1CCCCC1)[C@H](C)CN([C@H](C)CO)C2=O | -1 | .
COc1cc(NC(=O)CSc2nc(C)cc(=O)[nH]2)c(OC)cc1Cl | -12 | -0.1
C[C@@H]1CN([C@H](C)CO)C(=O)c2cccc(NC(=O)c3cnccn3)c2O[C@H]1CN(C)CC1CCCCC1 | -3 | .
C[C@@H]1CN([C@H](C)CO)C(=O)CCCn2nncc2CO[C@@H]1CN(C)Cc1cccc2c1OCCCO2 | -3 | .

Entries of single compounds, looked up by structure. Order of screens: EZH2 inh | IDH1 R132H inh
CCC(=O)N(C)C[C@@H]1Oc2cc(-c3cccc(F)c3)ccc2S(=O)(=O)N([C@@H](C)CO)C[C@H]1C reads 6 | -0.8
Cc1ccc(S(=O)(=O)N(C)C[C@H]2Oc3ccc(NC(=O)Nc4c(C)noc4C)cc3CC(=O)N([C@@H](C)CO)C[C@@H]2C)cc1 reads . | -2.8
CC(C)NC(=O)Nc1cccc2c1O[C@H](CN(C)C(=O)NC1CCCCC1)[C@H](C)CN([C@H](C)CO)C2=O reads -1 | .
O=C(CSc1nnc(-c2ccccc2)o1)Nc1cccc(F)c1 reads -10 | -0.1
C[C@@H]1CN([C@H](C)CO)C(=O)c2cc(NC(=O)Nc3ccc(C(F)(F)F)cc3)ccc2O[C@@H]1CN(C)C reads -11 | -0.2

More compounds follow:
SMILES | EZH2 inh | IDH1 R132H inh
CC(C)NC(=O)N[C@H]1CC[C@@H](CCNS(=O)(=O)c2ccc(F)cc2)O[C@@H]1CO | -2 | 0.2
CC(C)C1NC(=S)NC2=C1CCCC2 (centres undefined) | -6 | -0.3
C[C@@H]1CN([C@@H](C)CO)C(=O)c2cc(NC(=O)CCN3CCOCC3)ccc2O[C@H]1CN(C)Cc1ccc(Oc2ccccc2)cc1 | . | 7.4
COc1cc(Cl)c(C)cc1NC(=O)CN(C)S(=O)(=O)c1ccc2ccccc2c1 | 21 | -0.1
C[C@H](CO)N1C[C@H](C)[C@@H](CN(C)S(=O)(=O)c2ccc(F)cc2)Oc2ccc(NC(=O)CCCN(C)C)cc2C1=O | 2 | .
COC(=O)C1=C(C)NC(C)=C(C(=O)OCCSc2ccccc2)C1C (centres undefined) | . | 0.2
C[C@H]1CN([C@@H](C)CO)C(=O)c2cc(NS(C)(=O)=O)ccc2O[C@H]1CN(C)Cc1ccc(C(F)(F)F)cc1 | 3 | .
Cc1noc(C)c1NC(=O)N(C)C[C@@H]1Oc2ccc(NC(=O)Nc3ccc4c(c3)OCO4)cc2C(=O)N([C@@H](C)CO)C[C@@H]1C | . | -2.0
O=C(C[C@@H]1C=C[C@@H](NS(=O)(=O)c2ccccc2)[C@@H](CO)O1)NCc1ccc(Cl)c(Cl)c1 | -6 | 0.1
C[C@@H]1CN([C@@H](C)CO)C(=O)c2ccccc2-c2ccccc2CO[C@H]1CN(C)C(=O)NC1CCCCC1 | 5 | .
C[C@@H]1CN([C@@H](C)CO)C(=O)c2cc(NS(=O)(=O)c3ccc(Cl)cc3)ccc2O[C@@H](C)CCCCO[C@H]1CN(C)S(=O)(=O)c1cn(C)cn1 | . | -11
C[C@H](CO)N1C[C@H](C)[C@@H](CN(C)Cc2ccncc2)Oc2c(NC(=O)c3ccncc3)cccc2C1=O | 10 | -0.1
CCCN(C)C[C@H]1OCCCC[C@H](C)Oc2ccc(N(C)C)cc2C(=O)N([C@H](C)CO)C[C@H]1C | -10 | 0.4
C[C@H]1CN([C@@H](C)CO)C(=O)Cc2cc(NS(=O)(=O)c3ccc(Cl)cc3)ccc2O[C@H]1CN(C)Cc1ccc(C(F)(F)F)cc1 | . | -1.4

This is a subset; the hit share may differ from the screen's.
